eLon inh: inhibitors of E. coli Lon protease, primary screen, biochemical, fluorescence polarization. P0A9M0. purified E. coli Lon protease. inhibition, % at 7.94 µM. 360,000 compounds, 0.42% hits; in the data active means inhibition above about 13%, passing the limit was not always enough;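 further: 0% = enzyme with probe and DMSO and 100% = no enzyme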
MsrA inhibitor: bovine MsrA enzyme inhibitors, primary screen, biochemical, absorbance, HTS; Methionine sulfoxide reductase A (Bos taurus); purified bovine MsrA, absorbance read-out; inhibition, % at 15.5 µM; 360,000 compounds, 0.75% hits; AID 651718, 2012; in the data active means inhibition above about 4.5%;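 further: 0% = vehicle wells with enzyme and 100% = reference inhibitor wells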
FAS TE block: FAS thioesterase domain inhibitors, primary screen, biochemical, fluorescence intensity, uHTS; inhibition, % at 15 µM; Fatty acid synthase (Homo sapiens), P49327; 360,000 compounds, 0.67% hits; recombinant FAS-TE, OMFH fluorogenic substrate, fluorescence endpoint;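 active means compounds whose normalised, plate-corrected inhibition of enzyme fluorescence in the single-dose primary screen is 50% or more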;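 further: 0% = DMSO with enzyme and 100% = substrate without enzyme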
Target sequence (P49327 whole entry, looked up, the tested form may be a part): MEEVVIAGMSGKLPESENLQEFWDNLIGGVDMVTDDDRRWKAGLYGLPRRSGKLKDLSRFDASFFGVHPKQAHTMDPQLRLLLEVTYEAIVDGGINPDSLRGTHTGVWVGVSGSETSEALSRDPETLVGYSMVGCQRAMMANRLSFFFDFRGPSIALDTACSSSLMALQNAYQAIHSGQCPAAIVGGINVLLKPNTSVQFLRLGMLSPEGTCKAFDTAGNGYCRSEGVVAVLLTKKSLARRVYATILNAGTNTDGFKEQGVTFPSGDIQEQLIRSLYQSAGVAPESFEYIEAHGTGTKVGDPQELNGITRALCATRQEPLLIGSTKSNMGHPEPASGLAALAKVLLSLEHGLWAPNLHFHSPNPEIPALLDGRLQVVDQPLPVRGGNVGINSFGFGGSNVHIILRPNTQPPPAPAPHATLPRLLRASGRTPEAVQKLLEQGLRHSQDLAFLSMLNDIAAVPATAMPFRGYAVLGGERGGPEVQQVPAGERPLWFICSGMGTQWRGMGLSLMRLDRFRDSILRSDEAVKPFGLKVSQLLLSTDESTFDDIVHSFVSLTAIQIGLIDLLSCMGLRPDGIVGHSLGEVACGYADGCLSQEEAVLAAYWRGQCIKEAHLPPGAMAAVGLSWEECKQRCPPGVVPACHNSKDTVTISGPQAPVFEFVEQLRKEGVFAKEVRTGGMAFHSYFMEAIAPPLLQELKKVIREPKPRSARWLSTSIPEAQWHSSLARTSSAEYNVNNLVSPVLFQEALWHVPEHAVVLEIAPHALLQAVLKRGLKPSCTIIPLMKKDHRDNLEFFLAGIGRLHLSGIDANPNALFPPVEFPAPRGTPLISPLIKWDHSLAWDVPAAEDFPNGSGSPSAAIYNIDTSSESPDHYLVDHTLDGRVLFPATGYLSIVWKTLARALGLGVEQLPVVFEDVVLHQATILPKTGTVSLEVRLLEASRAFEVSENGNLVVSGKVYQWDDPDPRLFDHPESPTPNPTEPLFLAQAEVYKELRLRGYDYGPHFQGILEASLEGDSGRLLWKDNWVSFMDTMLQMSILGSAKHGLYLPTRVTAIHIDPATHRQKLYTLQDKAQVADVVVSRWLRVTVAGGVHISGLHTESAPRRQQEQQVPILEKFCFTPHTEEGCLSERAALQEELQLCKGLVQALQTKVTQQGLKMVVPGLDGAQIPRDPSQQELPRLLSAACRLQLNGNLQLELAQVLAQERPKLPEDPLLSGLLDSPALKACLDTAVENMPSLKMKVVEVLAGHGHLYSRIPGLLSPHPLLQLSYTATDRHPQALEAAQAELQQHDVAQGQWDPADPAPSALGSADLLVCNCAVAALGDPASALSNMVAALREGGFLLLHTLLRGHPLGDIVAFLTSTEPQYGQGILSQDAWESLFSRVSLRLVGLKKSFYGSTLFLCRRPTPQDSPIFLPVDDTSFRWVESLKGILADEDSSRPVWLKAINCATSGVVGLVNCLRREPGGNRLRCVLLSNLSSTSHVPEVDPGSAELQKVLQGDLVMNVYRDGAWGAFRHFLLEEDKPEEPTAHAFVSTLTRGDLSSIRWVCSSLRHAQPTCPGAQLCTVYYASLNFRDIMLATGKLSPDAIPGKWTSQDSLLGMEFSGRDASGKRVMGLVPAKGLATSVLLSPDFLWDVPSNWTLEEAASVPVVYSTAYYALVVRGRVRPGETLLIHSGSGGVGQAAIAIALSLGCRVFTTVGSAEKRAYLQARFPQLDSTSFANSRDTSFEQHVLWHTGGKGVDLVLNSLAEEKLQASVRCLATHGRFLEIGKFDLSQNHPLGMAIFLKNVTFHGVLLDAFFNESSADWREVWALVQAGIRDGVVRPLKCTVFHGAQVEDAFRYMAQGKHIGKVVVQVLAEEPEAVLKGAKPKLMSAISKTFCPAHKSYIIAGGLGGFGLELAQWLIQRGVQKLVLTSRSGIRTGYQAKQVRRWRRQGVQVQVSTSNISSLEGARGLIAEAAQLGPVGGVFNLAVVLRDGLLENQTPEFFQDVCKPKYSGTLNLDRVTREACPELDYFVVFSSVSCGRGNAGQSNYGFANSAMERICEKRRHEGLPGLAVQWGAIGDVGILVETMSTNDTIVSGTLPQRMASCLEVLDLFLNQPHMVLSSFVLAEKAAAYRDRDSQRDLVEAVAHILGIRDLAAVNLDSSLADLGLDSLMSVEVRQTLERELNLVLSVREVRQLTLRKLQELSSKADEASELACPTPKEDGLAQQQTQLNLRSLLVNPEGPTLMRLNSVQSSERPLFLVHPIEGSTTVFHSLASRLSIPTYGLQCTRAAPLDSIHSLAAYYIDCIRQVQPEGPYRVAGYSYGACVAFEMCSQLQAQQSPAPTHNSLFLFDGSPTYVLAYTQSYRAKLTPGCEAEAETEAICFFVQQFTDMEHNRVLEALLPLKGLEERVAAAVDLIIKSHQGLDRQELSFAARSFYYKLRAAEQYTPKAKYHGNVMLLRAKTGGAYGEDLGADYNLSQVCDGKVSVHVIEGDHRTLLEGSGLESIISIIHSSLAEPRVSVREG
TbMetRS inhib: T. brucei MetRS inhibitors, primary screen, biochemical, luminescence. methionyl-tRNA synthetase (Trypanosoma brucei brucei). purified T. brucei MetRS, ATP depletion, Kinase-Glo luminescence. inhibition, % at 11.9 µM. 360,000 compounds, 0.4% hits;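 active means inhibition above a per-plate cutoff of the control wells' mean inhibition plus 3 SD, cut at about 5.5% in these data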;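 further: 0% = DMSO wells median and 100% = median of wells with control inhibitor compound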
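System: purified T. brucei MetRS enzyme / Detection: Kinase-Glo luciferase luminescence reporting remaining unconsumed ATP / Medium: HEPES buffer with MgCl2, KCl, DTT, spermine, BSA, pyrophosphatase / Replication: singlicate, one well per compound / Evaluation: percent inhibition relative to median high and low control wells / Schedule: 2 h aminoacylation at 25 °C after 15 min preincubation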
MLLE-PAM2 inh: inhibitors of PABP1 MLLE–PAM2 peptide binding, primary screen, biochemical, fluorescence polarization, FITC-PAM2, GST-MLLE. inhibition, % at 20 µM. 360,000 compounds, 0.36% hits. AID 588489, 2011; in the data active means inhibition above about 35%, passing the limit was not always enough;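 further: plate controls were DMSO wells with GST-MLLE for no effect and wells lacking GST-MLLE protein for full effect; some results filed as inactive read as strong as hits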
MT1-MMP act inh: blockers of MT1-MMP proenzyme processing, primary screen, HT1080 RFP-PRO-GFP cells, GFP/RFP fluorescence | Matrix metalloproteinase-14 (Homo sapiens), P50281 | GFP/RFP ratio fluorescence, overnight; percent of plate control window, DMSO zero | GFP/RFP ratio change, % at 20 µM | 360,000 compounds, 0.061% hits | AID 651647, 2012;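 active means GFP/RFP ratio change of at least 30% with cell ATP level not reduced by more than half and red fluorescence within 50% of control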; further: strong numbers were not always called active
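Assay system: HT1080 RFP-PRO-GFP cells. Benchmarks: DMSO vehicle wells and RFP-L50D-GFP reporter cell wells. Times: overnight cell settling, then overnight compound exposure, 37 °C, 5% CO2. Compound: 20 µM single dose, 1% DMSO. Read-out basis: GFP/RFP fluorescence ratio.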
bovine MsrA act: bovine MsrA enzyme activators, primary screen, biochemical, absorbance, HTS; AID 602163, 2012; 360,000 compounds, 0.3% hits; activation, % at 10.6 µM; purified bovine MsrA, absorbance read-out; Methionine sulfoxide reductase A (Bos taurus); in the data active means activation above about 7.5%;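 further: 0% = vehicle and 100% = reference activator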
SKN-1 block: suppressors of acrylamide-induced Pgst-4::GFP reporter in worms, primary screen, SKN-1 inhibitor project, whole organism, uHTS, GFP/RFP fluorescence ratio, strain VP596; C. elegans VP596 Pgst-4::GFP/RFP ratio, 24 h; inhibition, % at 21.8 µM; 360,000 compounds, 0.49% hits; AID 624304, 2012;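 active means interference check ratio from 0.5 to 1.5 plus GFP to RFP signal ratio inhibition reaching or exceeding a fixed threshold, cut at about 30% in these data, passing the limit was not always enough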; further: some compounds called inactive have numbers as strong as hits
CendR NRP1 mod: modulators of CendR peptide binding to NRP-1, primary screen, biochemical, fluorescence polarization, uHTS; Neuropilin-1 (Homo sapiens), O14786; FAM-RPARPAR peptide binding to NRP-1; inhibition, % at 25 µM; 360,000 compounds, 0.85% hits;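 active means inhibition or corrected inhibition above about 18%, plus a signal ratio from 0.5 to 1.5, limit read from the data, passing the limit was not always enough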; further: strong numbers were not always called active
* = called active by the depositor. Rows are unselected. Share with any hit: about 4%.

What do the screens show for `C#CCN(C[C@H]1[C@H](OC(=O)Nc2c(C)noc2C)[C@H](OC(=O)Nc2c(C)noc2C)C[C@H]2C(=O)N(c3ccccc3)C(=O)[C@@H]12)S(=O)(=O)c1ccc(C)cc1`?
eLon inh: 5.8; MsrA inhibitor: -0.4; FAS TE block: 1.6; TbMetRS inhib: -0.8; MLLE-PAM2 inh: -11.5; MT1-MMP act inh: 3.7; bovine MsrA act: -2.9; SKN-1 block: 7.5; CendR NRP1 mod: 0.5

How did C#CCOCCOCCOCCNc1nc(N2CCN(C(=O)[C@H](CC(N)=O)n3cc(C(N)[C@H](C)CC)nn3)CC2)nc(N2CCN(C(=O)[C@H](CC(N)=O)n3cc(C(N)[C@@H](C)CC)nn3)CC2)n1 (stereo partly drawn) do in these assays?
eLon inh: 1.7; MsrA inhibitor: -0.1; FAS TE block: -5.6; TbMetRS inhib: -0.3; MLLE-PAM2 inh: -10.3; MT1-MMP act inh: 2.9; bovine MsrA act: 1.5; SKN-1 block: 8.5; CendR NRP1 mod: 2.0

How did Cc1nc2c(-c3ccc(F)cc3)c(C)[nH]n2c(=O)c1Cl do in these assays?
eLon inh: -4.3; MsrA inhibitor: 0.6; FAS TE block: -1.6; TbMetRS inhib: -1.0; MLLE-PAM2 inh: -10.7; MT1-MMP act inh: 16.4; bovine MsrA act: -11.7; SKN-1 block: 11.9; CendR NRP1 mod: -9.3

How did O=C(COc1ccccc1[N+](=O)[O-])Nc1cccnc1 do in these assays?
eLon inh: 4.3; MsrA inhibitor: 3.0; FAS TE block: -2.0; TbMetRS inhib: 0.0; MLLE-PAM2 inh: 9.9; MT1-MMP act inh: 0.0; bovine MsrA act: -3.9; SKN-1 block: 5.6; CendR NRP1 mod: 5.3

How did CCOC(=O)C1CCCN(C(=O)c2cn(CC(C)C)c(=O)c3cc(OC)c(OC)cc23)C1 (stereo not drawn) do in these assays?
eLon inh: -1.9; MsrA inhibitor: 0.0; FAS TE block: -4.2; TbMetRS inhib: 0.8; MLLE-PAM2 inh: 8.3; MT1-MMP act inh: 2.6; bovine MsrA act: -0.3; SKN-1 block: 5.3; CendR NRP1 mod: 1.8

Results for O=C(N/N=C/c1cccs1)c1cccc2cc[nH]c12 ?
eLon inh: -1.7; MsrA inhibitor: 5.2*; FAS TE block: -5.5; TbMetRS inhib: -0.6; MLLE-PAM2 inh: -0.1; MT1-MMP act inh: -1.6; bovine MsrA act: -6.6; SKN-1 block: 11.6; CendR NRP1 mod: -2.4

Results for O=[N+]([O-])c1ccc(OCCN2CCNCC2)cc1 ?
eLon inh: -2.4; MsrA inhibitor: 0.7; FAS TE block: -4.0; TbMetRS inhib: 0.0; MLLE-PAM2 inh: -0.9; MT1-MMP act inh: 0.0; bovine MsrA act: -3.5; SKN-1 block: 2.9; CendR NRP1 mod: -1.2

How did CCN1C(=O)[C@H]2[C@@H](c3ccc(-c4cccc(Cl)c4)cc3)N3CCCC[C@@]3(C(=O)OC)[C@H]2C1=O do in these assays?
eLon inh: -2.5; MsrA inhibitor: -0.5; FAS TE block: 21.1; TbMetRS inhib: -0.2; MLLE-PAM2 inh: 3.3; MT1-MMP act inh: 0.3; bovine MsrA act: -1.3; SKN-1 block: 22.1; CendR NRP1 mod: -12.3

Results for Cc1ccc(OCC(=O)N/N=C\c2ccc(-c3cccc(C(=O)O)c3)o2)c(C)c1 ?
eLon inh: -5.7; MsrA inhibitor: 5.3*; FAS TE block: -0.1; TbMetRS inhib: 1.9; MLLE-PAM2 inh: -3.7; MT1-MMP act inh: -1.7; bovine MsrA act: -5.7; SKN-1 block: 8.9; CendR NRP1 mod: -67.6

How did Cc1cc(NCCCN)nc(-c2ccccc2O)n1 do in these assays?
eLon inh: 6.5; MsrA inhibitor: -0.8; FAS TE block: 3.2; TbMetRS inhib: 0.0; MLLE-PAM2 inh: 8.5; MT1-MMP act inh: 0.3; bovine MsrA act: 0.6; SKN-1 block: 10.5; CendR NRP1 mod: 2.0

What do the screens show for `C[C@@H]1CN[C@H](CCO)/C1=C\c1ccccc1`?
eLon inh: -2.5; MsrA inhibitor: 0.4; FAS TE block: -10.8; TbMetRS inhib: -0.6; MLLE-PAM2 inh: 6.3; MT1-MMP act inh: 2.8; bovine MsrA act: -8.3; SKN-1 block: 10.0; CendR NRP1 mod: 2.8

Results for CCc1nc2c(OCCC3CCCCC3)cccn2c1N(C)C(=O)COc1ccccc1 ?
eLon inh: -8.8; MsrA inhibitor: 0.3; FAS TE block: 21.6; TbMetRS inhib: -0.1; MLLE-PAM2 inh: -3.4; MT1-MMP act inh: -1.1; bovine MsrA act: -2.0; SKN-1 block: 16.6; CendR NRP1 mod: 7.1

Results for COCc1cc(=O)n2c(-c3ccc(C)cc3)n[nH]c2n1 ?
eLon inh: -7.2; MsrA inhibitor: -0.3; FAS TE block: -5.6; TbMetRS inhib: 1.6; MLLE-PAM2 inh: -10.3; MT1-MMP act inh: 6.2; bovine MsrA act: -6.9; SKN-1 block: -0.8; CendR NRP1 mod: -27.5

How did O=C(O)C1=CC2C=C(Cl)C=CC2OC1=O (stereo not drawn) do in these assays?
eLon inh: -3.6; MsrA inhibitor: 2.3; FAS TE block: -4.5; TbMetRS inhib: -0.5; MLLE-PAM2 inh: -7.0; MT1-MMP act inh: 0.8; bovine MsrA act: -9.9; SKN-1 block: 8.4; CendR NRP1 mod: 3.8

What do the screens show for `COc1ccc(Br)cc1S(=O)(=O)NCCc1cccs1`?
eLon inh: 6.6; MsrA inhibitor: -0.1; FAS TE block: 15.0; TbMetRS inhib: -0.3; MLLE-PAM2 inh: -3.9; MT1-MMP act inh: 2.8; bovine MsrA act: -0.1; SKN-1 block: 5.9; CendR NRP1 mod: -1.7

Results for O=C(COC(=O)c1ccc[nH]c1=O)Nc1ccc(S(=O)(=O)N2CCCC2)cc1 ?
eLon inh: 6.3; MsrA inhibitor: 0.8; FAS TE block: -4.4; TbMetRS inhib: -0.5; MLLE-PAM2 inh: 5.2; MT1-MMP act inh: -1.3; bovine MsrA act: -3.3; SKN-1 block: -2.8; CendR NRP1 mod: -8.0

What do the screens show for `O=C1c2ccccc2CSc2c(O)cccc21`?
eLon inh: -2.7; MsrA inhibitor: -0.5; FAS TE block: 0.5; TbMetRS inhib: 3.4; MLLE-PAM2 inh: 6.0; MT1-MMP act inh: 4.0; bovine MsrA act: -2.7; SKN-1 block: -5.0; CendR NRP1 mod: -2.3

Results for CC1CC(C)CN(C(=O)COC(=O)c2ccc(Cl)nc2)C1 (stereo not drawn) ?
eLon inh: -3.7; MsrA inhibitor: -0.5; FAS TE block: -5.1; TbMetRS inhib: -0.4; MLLE-PAM2 inh: -0.1; MT1-MMP act inh: 1.2; bovine MsrA act: -2.9; SKN-1 block: -8.8; CendR NRP1 mod: -4.7

What do the screens show for `C[C@H]1CN([C@@H](C)CO)C(=O)c2cc(-c3cccc(F)c3)cnc2O[C@H]1CN(C)C(=O)c1cnccn1`?
eLon inh: -1.7; MsrA inhibitor: -1.0; FAS TE block: -6.1; TbMetRS inhib: -0.6; MLLE-PAM2 inh: -15.2; MT1-MMP act inh: 1.9; bovine MsrA act: -0.5; SKN-1 block: 7.1; CendR NRP1 mod: 5.2

What do the screens show for `CCCCN(CCCC)CCNC(=O)CSCc1ccc(C)cc1`?
eLon inh: -13.7; MsrA inhibitor: -1.3; FAS TE block: -7.8; TbMetRS inhib: -0.4; MLLE-PAM2 inh: 11.2; MT1-MMP act inh: 3.1; bovine MsrA act: -1.1; SKN-1 block: 2.0; CendR NRP1 mod: -18.3

What do the screens show for `Cc1cc(OCC(=O)Nc2cc(S(=O)(=O)N3CCOCC3)ccc2N2CCCC2)ccc1C(C)C`?
eLon inh: -7.4; MsrA inhibitor: -0.4; FAS TE block: 28.4; TbMetRS inhib: -0.4; MLLE-PAM2 inh: -7.3; MT1-MMP act inh: -0.7; bovine MsrA act: -8.0; SKN-1 block: 9.3; CendR NRP1 mod: -7.2

What do the screens show for `O=C(c1ccccc1)N1CCC(c2nc(-c3ccc(S(=O)(=O)N4CCOCC4)cc3)no2)CC1`?
eLon inh: -3.2; MsrA inhibitor: 0.6; FAS TE block: 2.6; TbMetRS inhib: -0.1; MLLE-PAM2 inh: -6.0; MT1-MMP act inh: -4.4; bovine MsrA act: 0.5; SKN-1 block: -5.8; CendR NRP1 mod: 11.0

What do the screens show for `CCc1ccc(-c2ccc(SCC(=O)Nc3nnc(C)s3)nn2)cc1`?
eLon inh: 1.0; MsrA inhibitor: -0.8; FAS TE block: -0.9; TbMetRS inhib: -0.2; MLLE-PAM2 inh: -6.7; MT1-MMP act inh: 1.9; bovine MsrA act: -8.9; SKN-1 block: 4.6; CendR NRP1 mod: 2.4

Results for CCn1cc(C(=O)NCC2CCCO2)c(=O)c2cc(S(=O)(=O)N3CCC(C)CC3)ccc21 (stereo not drawn) ?
eLon inh: 3.0; MsrA inhibitor: 0.6; FAS TE block: 20.9; TbMetRS inhib: 0.2; MLLE-PAM2 inh: -2.6; MT1-MMP act inh: -1.7; bovine MsrA act: 0.6; SKN-1 block: -5.0; CendR NRP1 mod: -1.2

How did COCCN(C(=O)COC(=O)c1sccc1C)c1c(N)n(Cc2ccccc2)c(=O)[nH]c1=O do in these assays?
eLon inh: 4.2; MsrA inhibitor: 0.3; FAS TE block: -2.2; TbMetRS inhib: -0.4; MLLE-PAM2 inh: 0.0; MT1-MMP act inh: -0.9; bovine MsrA act: -5.7; SKN-1 block: -8.0; CendR NRP1 mod: 10.5

Results for CC1(OC(=O)c2cccs2)C(=O)C=C2C=C3CCCN3C=C2C1=O (stereo not drawn) ?
eLon inh: 2.3; FAS TE block: -8.4; TbMetRS inhib: 0.1; MLLE-PAM2 inh: -0.2; MT1-MMP act inh: 6.9; bovine MsrA act: -5.9; SKN-1 block: 8.4; CendR NRP1 mod: 41.0*

What do the screens show for `COc1cc(C(c2sc3nc(C)nn3c2O)N2CCOCC2)cc(OC)c1OC` (stereo not drawn)?
eLon inh: -9.1; MsrA inhibitor: 0.1; FAS TE block: -5.7; TbMetRS inhib: 1.1; MLLE-PAM2 inh: 8.3; MT1-MMP act inh: 5.7; bovine MsrA act: -2.6; SKN-1 block: -13.9; CendR NRP1 mod: -0.2

Results for COc1ccc(-c2cn3nc4c(nc3n2)CCCC4)cc1 ?
eLon inh: -11.2; MsrA inhibitor: -0.8; FAS TE block: -8.9; TbMetRS inhib: -0.3; MLLE-PAM2 inh: -13.2; MT1-MMP act inh: -2.5; bovine MsrA act: -4.1; SKN-1 block: 2.7; CendR NRP1 mod: -23.8

Source: PubChem BioAssay (several laboratories)
